hERG WT inh = KCNH2 (human, wildtype) channel inhibition; Q12809; U2OS, BacMam KCNH2, thallium flux FluxOr; hits give low values; activity change, % at 1.84 µM; 340,000 compounds, 0.37% hits; AID 720551;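 active = maximum activity change below -70%; inconclusive = maximum activity change between -70% and -50%; inactive = maximum activity change above -50%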; note: % is set by controls: 0 for no effect and ±100 for the full control effect
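U2OS cells were transduced with wild-type KCNH2 virus (2.03 x 10^8 / mL) for 4 h at room temperature, then cultured overnight at 37 C. Thallium flux was read with FluxOr dye. Rate constants were normalized to DMSO controls.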
GALK inh = blocks human galactokinase activity; 270,000 compounds, 0.007% hits; Purified GALK, Kinase-Glo residual ATP luminescence; Potency, µM (series often up to 57.5 µM), inactives show at the highest dose activity change, negative = inhibition, hits mostly inhibitors; AID 1868; P51570; note: potency is the fitted concentration of half-maximal effect; % is set by controls: 0 for no effect and ±100 for the full control effect
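Kinase-Glo Plus luminescence measured ATP left after a 1 h room-temperature reaction. The reaction used 5 nM GALK, 100 uM galactose and 35 uM ATP at pH 8.0 (20 mM HEPES, 5 mM MgCl2, 60 mM NaCl, 1 mM DTT, 0.01% BSA).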
Coupling enz = inhibits coupling enzyme system, counter-screen for aldolase hits | coupling enzyme system counterscreen, AmpLite Red fluorescence | activity change, negative = inhibition, % at 58.2 µM, hits read low | 290,000 compounds, 0.67% hits; in the data active = activity change below about -30%; note: % is set by controls: 0 for no effect and ±100 for the full control effect
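Activity here indicates interference with the coupling reaction, not aldolase inhibition. Compounds at 57.5 uM final met coupling enzymes for 10 min at RT; substrate and AmpLite Red detection followed, with a 525/598 nm fluorescence read after 20 min.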
CXXC DNA block = inhibitors of human MLL CXXC domain-DNA interaction. Q03164. MLL-CXXC / FITC-HOXA9 DNA fluorescence polarization. Potency, µM (top dose mostly 115 µM), without a hit: top-dose activity change, negative = inhibition, usual class: inhibitors. 290,000 compounds, 0.037% hits; active = well fitted inhibition curve with a large enough effect in the polarisation, with a control signal flat, not every such curve was filed as active; inconclusive = small, poorly fitted or top-dose-only effect, or effect the other way, or a change in a side signal; inactive = no such curve, though single readings can be large or run the other way; the % refers to the polarisation; note: potency is the fitted concentration of half-maximal effect
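Steps: dispense CXXC domain solution (7 uM) → pin compounds or unlabeled HOX-A9 DNA control → 5 min ambient → add FLSN-HOX-A9 solution (50 nM) → spin → 30 min ambient → fluorescence polarization. Tris pH 7.5/NaCl/DTT/BSA buffer.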
TSHR antagonist = human thyrotropin receptor antagonism. AID 504810. TSHR-expressing cells, TSH-stimulated cAMP HTRF, 2 h; hits give low values. 330,000 compounds, 0.2% hits. activity change, negative = inhibition, % at 11.5 µM;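 active = activity change below a set negative limit, meaning inhibition stronger than a set level, cut at about -70% in these data; inconclusive = activity change between two set negative limits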; note: % is set by controls: 0 for no effect and ±100 for the full control effect
Target sequence (P16473 whole entry, looked up): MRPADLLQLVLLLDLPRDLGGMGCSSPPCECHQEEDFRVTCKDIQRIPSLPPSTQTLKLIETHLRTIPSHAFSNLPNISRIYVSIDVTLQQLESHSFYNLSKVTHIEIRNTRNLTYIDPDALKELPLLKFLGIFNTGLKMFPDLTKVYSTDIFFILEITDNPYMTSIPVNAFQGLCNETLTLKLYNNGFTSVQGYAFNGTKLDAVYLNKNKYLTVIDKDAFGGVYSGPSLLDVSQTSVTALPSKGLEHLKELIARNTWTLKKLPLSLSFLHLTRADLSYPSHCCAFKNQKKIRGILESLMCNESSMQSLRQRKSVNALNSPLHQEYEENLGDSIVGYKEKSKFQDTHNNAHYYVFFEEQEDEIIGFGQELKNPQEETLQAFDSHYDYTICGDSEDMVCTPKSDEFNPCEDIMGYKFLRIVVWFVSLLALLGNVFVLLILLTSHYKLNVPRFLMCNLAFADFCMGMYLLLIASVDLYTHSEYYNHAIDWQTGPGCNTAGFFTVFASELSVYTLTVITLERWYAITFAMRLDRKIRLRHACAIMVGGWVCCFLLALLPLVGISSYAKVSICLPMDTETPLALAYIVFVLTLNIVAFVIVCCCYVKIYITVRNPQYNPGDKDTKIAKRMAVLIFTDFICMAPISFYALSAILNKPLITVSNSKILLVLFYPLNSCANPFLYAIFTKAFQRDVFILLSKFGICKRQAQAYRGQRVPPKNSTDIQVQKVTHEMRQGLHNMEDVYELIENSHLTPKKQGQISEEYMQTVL
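Antagonism was scored as loss of TSH-driven cAMP in TSHR cells, stimulated with 4nM TSH (EC80) for 2 hours at 37 deg C and detected by homogeneous HTRF competition immunoassay.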
Tb PFK inh = T. brucei PFK enzyme inhibition | O15648 | T. brucei PFK, ADP-Glo luminescence | Potency, µM (doses to about 57.5 µM), without a hit: at the top dose activity, negative = inhibition, hits mostly inhibitors | 330,000 compounds, 0.17% hits | AID 485367;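 note: potency is the fitted concentration of half-maximal effect; 0% = uninhibited 1x PFK enzyme wells and -100% = no-enzyme wells; nearly all actives have a fitted effect of over 60% in size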
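Compounds were pin-transferred as a titration series up to 57 uM into substrate buffer (0.5 mM F6P, 0.1 mM ATP, pH 8.0), then 1.25 nM PFK was added and reactions ran 45 min before ADP-Glo detection.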
Giardia kill = Giardia lamblia killing; Giardia lamblia trophozoite viability; activity change, % at 7.66 µM, hits read low; 340,000 compounds, 0.15% hits; AID 540267; in the data active = activity change below about -80%; inconclusive = between about -30% and that limit;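 note: parasites exposed to compound for two days anaerobically before the ATP read; % is set by controls: 0 for no effect and ±100 for the full control effect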
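Each well holds 100 Giardia trophozoites and compound. After two days (48 hrs) at 37 deg C in anaerobic conditions, ATP is quantified by luminescence.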
BCR signal inh = blocks chronic active B-cell receptor signaling; ABC-DLBCL IkBa-CBG/CBR reporter, luminescence ratio, 4 h; Potency, µM (top dose mostly 46.1 µM), for the others: at the highest dose ratio change, negative = lower green/red ratio, usual class: inhibitors; 340,000 compounds, 0.05% hits; AID 493014; active = well fitted inhibition curve with a large enough effect in the signal ratio, with a control signal flat, not every such curve was filed as active; inconclusive = small, poorly fitted or top-dose-only effect, or effect the other way, or a change in a side signal; the % refers to the signal ratio;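 note: potency is the fitted concentration of half-maximal effect; plate controls were basal doxycycline-induced cells for no effect and cells given 10 µM MG132 for full effect; MG132 reads +100%, hits lower the ratio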
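TMD8 ABC-DLBCL cells carrying doxycycline-inducible green luciferase fused to IkappaBalpha plus unfused red luciferase were exposed to compounds (up to 46 uM) for 4 hrs at 37C. Activity came from the overlap-corrected green/red luminescence ratio.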
TCR activator = activators of T cell receptors; primary human leukocytes, anti-CD3, IL-2 HTRF, 48 h; Potency, µM (doses to about 9.22 µM), for inactives: top-dose activation of IL-2 secretion, hits mostly activators; 330,000 tested, under 10 active; AID 504894; note: % of control where 0% means no effect
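Primary human leukocytes receive a-CD3 beads and test compound and are incubated 48 hr. Secreted IL-2 is then assayed by HTRF, measuring 665nm acceptor emission after 320nm excitation of the europium donor.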
A-T KAP1 phos = potential ataxia-telangiectasia treatment | […] A-T fibroblasts, KAP-1 phosphorylation AlphaLISA; neocarzinostatin DNA damage 30 min before lysis | Potency, µM (top dose mostly 57.5 µM), inactives show at the top dose activation, most hits filed as activators | 320,000 compounds, 0.19% hits; note: potency is the fitted concentration of half-maximal effect; % of control where 0% means no effect; nearly all actives have a fitted effect of over 45% in size
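hTERT-immortalized A-T patient fibroblasts ([…]), 500 cells/well in OPTI-MEM, 1% FBS, got compounds for 60 min, then NCS for 30 min at 37C. Lysates were then assayed for phospho-KAP-1 by AlphaLISA (anti-pKAP1 donor, anti-KAP1 acceptor beads), 6 hr at 25C.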
* hit, by the source's call; ? = inconclusive; . = not tested or not shown; [ ] = remark or other dose. Unless noted, calls come from the whole dose curve; as a rule, active = well fitted curve in the direction sought with a large enough effect; inconclusive = small, poorly fitted or top-dose-only effect, or another doubt; inactive = no such curve, though single readings can be large; an effect the other way counts as inactive or inconclusive.

SMILES	hERG WT inh	GALK inh	Coupling enz	CXXC DNA block	TSHR antagonist	Tb PFK inh	Giardia kill	BCR signal inh	TCR activator	A-T KAP1 phos
CC(C)(C)NC(=O)/C(=C\c1ccc(Br)cc1)NC(=O)c1cccs1	5.0	3.0%	2.8	0.3%	2.7	-1.3%	22.0	-0.1%	-4.4%	-4.3%
COc1ccc(S(=O)(=O)n2cnc3ccccc32)cc1OC	0.3	-3.1%	-0.9	7.9%	-1.4	0.4%	16.9	6.8%	-5.3%	4.6%
Cc1ccccc1S(=O)(=O)Cc1ccc(C(=O)N2CCN(c3cccc(C)c3C)CC2)o1	1.9	2.1%	-1.2	-2.6%	-16.8	17.8%	-4.8	?	-1.8%	0.8%
COc1ccccc1N1CCN(Cc2cc3c(cc2O)OCO3)CC1	-0.2	5.1%	2.1	13.3%	-2.4	-2.0%	5.2	-6.9%	-8.0%	-1.0%
Cc1onc(-c2ccccc2Cl)c1C(=O)OCC(=O)c1ccc[nH]1	-1.7	.	.	.	-1.4	0.2%	-4.8	?	3.6%	1.3%
CCc1nnc(NC(=O)COc2ccc([N+](=O)[O-])cc2)s1	-1.5	-2.7%	1.6	-3.2%	-1.6	6.8%	-10.2	?	-2.7%	-3.0%
COCc1cc(=O)[nH]c(SCCS(=O)(=O)c2ccc(C)cc2)n1	-0.5	1.4%	7.5	-0.5%	4.0	-4.1%	13.6	?	1.0%	0.7%
CCCCn1c(N)c(N(CCC(C)C)C(=O)c2cccc(S(=O)(=O)N3CCN(C)CC3)c2)c(=O)[nH]c1=O	-0.7	.	.	.	2.3	-0.5%	-7.4	-7.3%	-2.2%	-2.9%
CC[C@@H]1C=C(C(=O)O)[C@H](c2ccc3c(c2)OCO3)N1S(=O)(=O)c1ccc(C)cc1	4.3	.	.	.	-4.5	5.1%	14.5	?	4.7%	18.0%
Cc1nc2ccccc2c2c1C(=O)N(c1ccc(C(=O)O)cc1)C2=O	-6.0	6.5%	20.1	-5.8%	5.5	3.1%	13.4	?	1.6%	-10.3%
CCN(CC)C(=O)CSc1nc2cc3c(cc2c(=O)n1Cc1ccc2c(c1)OCO2)OCO3	-18.4	-1.8%	-0.3	0.4%	5.2	4.1%	12.5	-1.1%	-0.6%	0.7%
CCOC(=O)C1=C(C)C(c2ccc(OC)cc2)NC(=O)N1 (stereo not drawn)	1.3	-1.1%	2.8	7.4%	-0.4	-8.1%	-13.7	5.9%	-4.8%	-2.5%
O=C(Nc1c2c(nn1-c1ccc(F)cc1)CS(=O)(=O)C2)C1CCCC1	3.5	15.9%	0.4	23.7%	7.0	-1.0%	2.7	-3.5%	-0.6%	2.8%
O=C(Nc1ccc(Cl)cn1)C1CCCN1S(=O)(=O)c1ccccc1 (stereo not drawn)	-2.0	-0.5%	-0.9	0.0%	-6.0	3.7%	0.1	-10.4%	-3.5%	0.4%
COc1ccc(/C=C(\C#N)C(=O)Nc2cccnc2)cc1	-1.3	-4.9%	2.1	-5.5%	-3.8	-4.2%	-15.0	0.7%	3.8%[46.1 µM]	-4.2%
O=C(Nc1cccc(Cl)c1)c1cccc(Oc2ccc([N+](=O)[O-])cc2Cl)c1	.	0.9%	-6.8	11.4%	-11.0	0.0%	-10.6	?	-2.7%[46.1 µM]	3.3%
C=CCN1CCN(C(c2ccc(Cl)cc2)c2nnnn2CCc2ccc(OC)c(OC)c2)CC1 (stereo not drawn)	1.6	0.6%	0.8	2.6%	-2.3	-10.2%	-19.4	-0.5%	1.8%	5.1%
CC1(C(=O)N2CCC(CC3CC(c4cccc(Br)c4)=NO3)(C(=O)NCC3CCCCC3)CC2)CC1 (stereo not drawn)	.	.	0.8	-0.6%	1.0	3.1%	33.2[activator]	0.0%	8.6%	5.3%
COC(=O)c1c(NC(=O)c2ccccc2F)sc(C(=O)N2CCOCC2)c1C	-3.7	0.6%	-0.9	-1.5%	-8.8	1.4%	-6.5	-15.1%	7.9%	-3.0%
COc1cc(C(=O)NCc2nnc(SCC(=O)Nc3nccs3)o2)cc(OC)c1OC	0.5	0.7%	-0.5	0.3%	23.4	-9.9%	-24.1	0.6%	5.4%	0.5%
O=C(N=Nc1c(O)[nH]c2ccc(Cl)cc12)c1cc(-c2cccs2)nc2ccccc12	1.0	0.3%	-3.0	0.0%	1.4	-0.5%	-11.7	-1.0%	4.7%[46.1 µM]	-0.2%
COc1ccc(C(=S)N2CCN(C)CC2)cc1Br	1.8	3.6%	4.4	1.9%	6.1	-0.3%	-1.6	-1.7%	6.3%	4.2%
COc1cccc(NC(=O)CN(C)C(=O)c2cn(-c3ccccc3)nc2-c2cccs2)c1	-5.6	.	.	.	-0.8	0.0%	1.8	3.4%	2.8%	2.2%
COc1ccccc1C(=O)NCCC(=O)NNC(=O)Cn1ccc(C(F)(F)F)n1	8.2	.	.	.	0.5	-6.2%	10.4	0.5%	-6.8%	-0.7%
Cc1nc(-c2ccc(F)cc2)c(CC(=O)N(C)CC(=O)Nc2ccccc2Cl)s1	2.7	.	.	.	1.3	0.5%	1.6	-7.8%	2.8%	8.3%
Cc1nc2ccccc2c2c1C(=O)N(C(C)C)C2=O	7.5	-5.0%	4.7	5.5%	8.7	-9.8%	3.2	-0.5%	-0.1%	5.4%
CCOC(=O)[C@H]1[C@H]2COc3ccc(OC)cc3[C@@H]2N2C(=O)CN(C)C(=O)[C@@]12C	1.2	.	.	.	-16.8	0.2%	1.6	-1.0%	-0.6%	1.9%
Clc1ccc(Nc2nc(-c3cccs3)cs2)nc1	-6.3	-0.9%	-0.7	24.4%	-27.4	-0.4%	-15.5	?	6.2%	8.1%
O=S(=O)(c1ccccc1)N1C2CCC1CC(O)(c1cccnc1)C2 (stereo not drawn)	-4.5	-2.2%	3.2	-4.9%	0.9	4.1%	-6.4	4.6%	-5.7%	-1.0%
CCOC(=O)N/N=C\c1ccc(OC/C=C/c2ccccc2)cc1	-10.8	3.5%	1.4	2.5%	3.0	-1.1%	-14.4	-0.2%	-3.4%	5.1%
O=C(OCCNC(=O)c1cc2ccccc2oc1=O)c1cccnc1	4.4	-0.4%	0.6	4.7%	-8.8	-0.9%	-6.4	-0.2%	4.3%	1.3%
CCC(C)(C)n1nnnc1C(C(C)C)N(CCN1CCOCC1)Cc1cc2cccc(C)c2[nH]c1=O (stereo not drawn)	-4.9	-3.6%	-0.9	-12.2%	3.1	-1.4%	-1.3	-6.8%	12.2%	3.6%
CC(NC(C)c1ccccc1Cl)C(=O)Nc1cccc(S(=O)(=O)N2CCCCC2)c1 (stereo not drawn)	-15.5	.	.	.	-8.2	-2.2%	4.0	-1.2%	-2.0%	-1.0%
Cc1cccc2nc(-c3cccc(NC(=O)Cc4ccccc4)c3)cn12	-17.9	1.1%	0.0	24.1%	-2.0	1.7%	?	2.1%	0.9%[46.1 µM]	17.1%
Cc1nc(SCC(=O)c2ccc(F)cc2)n[nH]1	-5.8	0.1%	-3.4	-10.5%	5.8	21.3µM*	10.9	?	-0.9%	.
CCOC(=O)n1c(=O)oc2cc(S(=O)(=O)N3CCOCC3)ccc21	-15.1	0.0%	6.7	125.5%[activator]	-2.8	-3.3%	-1.2	2.9%	-2.7%	3.6%
COc1ccccc1OCC(=O)OCC(=O)Nc1sccc1C(N)=O	24.1	0.4%	2.6	14.7%	8.1	-0.1%	16.7	-4.5%	-1.2%[46.1 µM]	-11.1%
COc1cc(/C=C2\CCc3c2nc2ccccc2c3C(=O)O)cc(OC)c1OC	-7.9	-3.1%	0.4	6.0%	-4.8	-14.2%	?	4.1%	-7.9%	27.8%
COc1ccccc1CNC(=O)CCN=C1NS(=O)(=O)c2ccccc21	10.4	.	.	.	-9.6	-2.8%	2.3	-0.6%	2.5%	2.7%
O=S(Cc1cc(Oc2ccccc2)nc(-c2ccccc2)n1)c1ccccc1 (stereo not drawn)	2.8	0.0%	0.3	3.1%	8.7	-1.7%	-11.2	11.1%	-1.8%	8.6%
O=C(CSc1nc(-c2ccco2)cc(C(F)(F)F)n1)N1CCN(Cc2ccccc2)CC1	4.1	1.1%	0.7	-14.8%	-22.1	0.1%	-5.9	-1.1%	2.0%	28.1%
Cc1nc2ccc(C(=O)NCc3ccc4c(c3)OCO4)cc2s1	2.7	-0.1%	-1.3	-3.1%	16.1	-0.2%	5.7	6.8%	1.5%	1.9%
COCCn1c(=NC(=O)CSCC(=O)NC2CCCCC2)sc2cc(OC)ccc21	0.4	-1.5%	1.1	1.8%	-17.5	-1.4%	-10.9	-3.9%	-8.7%	5.0%
CCC(C)NCCCCOc1ccc(C)cc1[N+](=O)[O-] (stereo not drawn)	16.1	-2.0%	-1.7	-2.3%	1.2	-4.3%	0.4	-1.9%	-2.8%	1.9%
COc1ccccc1NS(=O)(=O)c1cc(Cl)ccc1OC	1.0	8.1%	2.0	0.8%	-3.5	-5.2%	-3.1	?	4.7%	3.4%

Assay outcomes deposited in PubChem by National Center for Advancing Translational Sciences (NCATS).
